Compound activity deposited in PubChem by National Center for Advancing Translational Sciences (NCATS).
BCR signal inh: blocks chronic active B-cell receptor signaling; ABC-DLBCL IkBa-CBG/CBR reporter, luminescence ratio, 4 h; Potency, µM (titrated, usually from 46.1 µM), for the others: at the top dose ratio change, negative = lower green/red ratio, actives largely listed as inhibitors; AID 493014; 340,000 tested, 0.05% active; active means well fitted inhibition curve with a large enough effect in the signal ratio, with a control signal flat, not every such curve was filed as active; inconclusive means small, poorly fitted or top-dose-only effect, or effect the other way, or a change in a side signal; the % refers to the signal ratio;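 further: potency means the concentration at half of the fitted maximal effect; plate controls were basal doxycycline-induced cells for no effect and cells given 10 µM MG132 for full effect; MG132 reads +100%, hits lower the ratio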
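Compounds up to 46 uM were incubated four hours with TMD8 cells whose green CBG68 luciferase is fused to IkappaBalpha; red CBR luminescence normalised the signal, and concentration-effect curves were fitted to fusion, red and ratio data.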
Tb PFK inh: T. brucei PFK enzyme inhibition. T. brucei PFK, ADP-Glo luminescence. Potency, µM (highest dose often 57.5 µM), for inactives: at the highest dose activity, negative = inhibition, most hits filed as inhibitors. 330,000 tested, 0.17% active;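 further: potency means the concentration at half of the fitted maximal effect; 0% = uninhibited 1x PFK enzyme wells and -100% = no-enzyme wells; nearly all actives have a fitted effect of over 60% in size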
Target sequence (O15648 whole entry, looked up): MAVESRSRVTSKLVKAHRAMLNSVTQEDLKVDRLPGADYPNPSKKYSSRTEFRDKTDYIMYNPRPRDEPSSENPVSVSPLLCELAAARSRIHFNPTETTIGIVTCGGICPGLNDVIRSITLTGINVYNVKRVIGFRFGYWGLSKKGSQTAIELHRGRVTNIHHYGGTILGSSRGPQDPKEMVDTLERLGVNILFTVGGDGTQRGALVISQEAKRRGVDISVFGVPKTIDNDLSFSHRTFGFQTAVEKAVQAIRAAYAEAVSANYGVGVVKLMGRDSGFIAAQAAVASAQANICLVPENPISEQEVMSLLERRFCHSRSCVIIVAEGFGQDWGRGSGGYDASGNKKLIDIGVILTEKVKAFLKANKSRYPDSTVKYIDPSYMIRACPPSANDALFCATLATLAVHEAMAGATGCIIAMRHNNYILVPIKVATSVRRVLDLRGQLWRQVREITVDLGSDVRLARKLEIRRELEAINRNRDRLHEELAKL
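Activity is normalized to no-enzyme wells (full inhibition) and 1.25 nM enzyme wells (no inhibition). Reaction: 0.5 mM F6P, 0.1 mM ATP, 45 min RT, ADP-Glo luminescence; concentration-response curves fitted and classed by quality.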
a7 integrin act: activates integrin-mediated alleviation for muscular dystrophy; alpha7betagal myoblasts, beta-gal FDG fluorescence, 48 h; Potency, µM (top dose mostly 38.3 µM), for inactives: at the top dose activation, hits mostly activators; 350,000 tested, 0.064% active;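 further: potency means the concentration at half of the fitted maximal effect; 100% = response of the positive control SU9516; nearly all actives have a fitted effect of over 60% in size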
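alpha7betagal+/- myoblasts (passage 13, 250/well) treated 48 h at 37C with compounds at 1:260 dilution of DMSO stock. Lysed, then beta-galactosidase activity read as FDG fluorescence (ex 480/em 540) after 30 min, with pre-read for autofluorescence.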
Mito fusion yeast: mitochondrial division inhibition or fusion activation; S. cerevisiae fusion-defective mutant growth rescue, CellTiterGlo 48 h; Potency, µM (highest dose often 46.1 µM), for inactives: top-dose growth rescue (activation), most hits filed as activators; 320,000 tested, 0.23% active; AID 485298;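 further: potency means the concentration at half of the fitted maximal effect; % of control where 0% means no effect; nearly all actives have a fitted effect of over 45% in size; temperature-sensitive fusion mutants such as fzo1-1 at 37 °C on non-fermentable ethanol glycerol medium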
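Luminescent cell viability in 1536-well qHTS format served as the measure of rescued growth in ts fusion-mutant S. cerevisiae cultured on non-fermentable YPEG for 48 hours at 37C.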
A-T KAP1 phos: candidate therapy for ataxia-telangiectasia | Potency, µM (series often up to 57.5 µM), without a hit: at the top dose activation, actives largely listed as activators | […] A-T fibroblasts, KAP-1 phosphorylation AlphaLISA; neocarzinostatin DNA damage 30 min before lysis | 320,000 tested, 0.19% active | AID 485349; further: potency means the concentration at half of the fitted maximal effect; % of control where 0% means no effect; nearly all actives have a fitted effect of over 45% in size
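ATM-like activity read as KAP-1 phosphorylation via AlphaLISA donor/acceptor antibody pairs after lysis and 6 hr at 25C. Cells were ATM-null patient fibroblasts ([…], hTERT), dosed 60 min, then exposed to the DSB inducer NCS for 30 min.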
Eya2 phos inh: Eya2 (human) phosphatase inhibition | O00167 | recombinant Eya2, OMFP fluorescence dephosphorylation (OMFP is methylfluorescein phosphate) | Potency, µM (highest dose often 76.9 µM), inactives show top-dose activity, negative = inhibition, usual class: inhibitors | 330,000 tested, 0.006% active; further: potency means the concentration at half of the fitted maximal effect; on the % scale 0 is the no-effect control and ±100 the full control effect
Target sequence (O00167 whole entry, looked up): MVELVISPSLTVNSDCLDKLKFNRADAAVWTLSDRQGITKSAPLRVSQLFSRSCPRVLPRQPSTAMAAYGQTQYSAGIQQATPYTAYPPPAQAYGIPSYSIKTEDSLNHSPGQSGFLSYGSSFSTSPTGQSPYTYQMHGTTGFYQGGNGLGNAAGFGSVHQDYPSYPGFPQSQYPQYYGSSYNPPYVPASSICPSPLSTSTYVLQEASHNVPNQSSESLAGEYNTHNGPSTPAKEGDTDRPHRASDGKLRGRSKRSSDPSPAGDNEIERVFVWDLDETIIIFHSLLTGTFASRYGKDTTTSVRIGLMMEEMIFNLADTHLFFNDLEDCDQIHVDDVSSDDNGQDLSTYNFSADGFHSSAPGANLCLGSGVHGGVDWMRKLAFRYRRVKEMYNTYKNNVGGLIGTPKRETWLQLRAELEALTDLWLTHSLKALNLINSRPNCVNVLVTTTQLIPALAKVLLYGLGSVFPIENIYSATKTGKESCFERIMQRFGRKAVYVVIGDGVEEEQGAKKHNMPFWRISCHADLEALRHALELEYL
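Eya2 protein (added as 0.2 uM solution) was preincubated with compound for 10 min at ambient temperature in 50 mM HEPES pH 7.5, 50 mM NaCl, 5 uM MgCl2, 0.05% BSA, 1 mM DTT. OMFP (added at 50 uM) then reacted 10 min; fluorescence read at 485/525 nm.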
ELG1 repair inh: blocks ELG1-dependent DNA repair in HEK293T cells | HEK293T ELG1-luciferase reporter, luminescence, 16 h; DNA damage induced by 5-fluorouridine | Potency, µM (highest dose often 46.1 µM), inactives show at the highest dose activity change, negative = inhibition, most hits filed as inhibitors | 330,000 tested, 2.3% active | AID 504467; further: potency means the concentration at half of the fitted maximal effect; on the % scale 0 is the no-effect control and ±100 the full control effect; nearly all actives have a fitted effect of over 55% in size
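HEK293T cells expressing luciferase-tagged ELG1 (2,000/well) received 5-Fluorouridine plus compound or DMSO for 16 hr at 37 °C. Luciferase was read by ONE-Glo luminescence after 30 min at room temperature.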
TCR act: activators of T cell receptors. primary human leukocytes, anti-CD3, IL-2 HTRF, 48 h. Potency, µM (top dose mostly 9.22 µM), for inactives: at the top dose activation of IL-2 secretion, usual class: activators. 330,000 tested, under 10 active. AID 504894; further: % of control where 0% means no effect
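Readout: HTRF IL-2, Eu-cryptate/d2 antibody pair, 320nm excitation, 665nm emission. Stimulus: a-CD3 beads, no co-stimulation. Cells: primary human leukocytes. Exposure: 48 hr with compound.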
PTAP TSG101 blk: blocks PTAP/TSG101 interaction to inhibit HIV-1 budding; Fluorescence polarization, FITC-PTAP peptide / Tsg101 binding; Potency, µM (series often up to 115 µM), inactives show at the highest dose activity change, negative = inhibition, hits mostly inhibitors; 340,000 tested, under 10 active; AID 493005; active means well fitted inhibition curve with a large enough effect in the main read-out, with a control signal flat, not every such curve was filed as active; inconclusive means small, poorly fitted or top-dose-only effect, or effect the other way, or a change in a side signal; inactive means no such curve, though single readings can be large or run the other way; further: potency means the concentration at half of the fitted maximal effect; % of control where 0% means no effect
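Fluorescence anisotropy tracks displacement of a FITC-tagged PTAP peptide (50 nM) from the Tsg101 binding domain (10 uM), following a 20 min room-temperature incubation at pH 7.5.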
TSHR antagonist: antagonists of human thyroid stimulating hormone receptor; TSHR-expressing cells, TSH-stimulated cAMP HTRF, 2 h; stronger effect = lower value; AID 504810; activity change, negative = inhibition, % at 11.5 µM; P16473; 330,000 tested, 0.2% active;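 active means activity change below a set negative limit, meaning inhibition stronger than a set level, cut at about -70% in these data; inconclusive means activity change between two set negative limits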; further: on the % scale 0 is the no-effect control and ±100 the full control effect
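Antagonism was scored as loss of TSH-driven cAMP in TSHR cells, stimulated with 4nM TSH (EC80) for 2 hours at 37 deg C and detected by homogeneous HTRF competition immunoassay.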
S-ASM inh: inhibitors of human secretory acid sphingomyelinase. placental ASM, HMU-PC fluorogenic substrate, 60 min. Potency, µM (top dose mostly 57.5 µM), for the others: at the top dose activity change, negative = inhibition, most hits filed as inhibitors. 340,000 tested, 0.006% active. AID 504937; further: potency means the concentration at half of the fitted maximal effect
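Fluorogenic HMU-PC substrate (9 uM final) is turned over by placental ASM in 60 min at 37 C after a 10 min compound preincubation. Reaction ended by alkaline stop (pH 10), with fluorescence read at 386/447 nm.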
Numbers without * were called inactive; [ ] = dose if it differs, or a comment. Unless noted, the call rests on the fitted dose curve; in most records, active means well fitted curve in the direction sought with a large enough effect; inconclusive means small, poorly fitted or top-dose-only effect, or another doubt; inactive means no such curve, though single readings can be large; an effect the other way counts as inactive or inconclusive.

Screening Cc1ccc(C2(O)C(=O)c3ccccc3C2=O)c(O)c1C returned BCR signal inh -13%, Tb PFK inh 0%, a7 integrin act -13%, Mito fusion yeast 4%, A-T KAP1 phos -7%, Eya2 phos inh 0%, ELG1 repair inh -24%, TCR act 9%, PTAP TSG101 blk 1%, TSHR antagonist -5 and S-ASM inh 2%.
Cc1ccc(-n2nc3ccc(N)cc3n2)cc1 was read as BCR signal inh 13%, Tb PFK inh -2%, a7 integrin act 4%, Mito fusion yeast 11%, A-T KAP1 phos 25%, Eya2 phos inh -2%, ELG1 repair inh inconclusive, TCR act 5%, PTAP TSG101 blk 3%, TSHR antagonist -5 and S-ASM inh inactive.
Screening COc1cc(/C=N/n2c(COc3ccccc3)n[nH]c2=S)cc(Br)c1O returned BCR signal inh 7%, Tb PFK inh 12%, a7 integrin act 39%, Mito fusion yeast 0%, A-T KAP1 phos -3%, Eya2 phos inh 1%, ELG1 repair inh 9%, TCR act -2%, PTAP TSG101 blk -6%, TSHR antagonist -18 and S-ASM inh 1%.
Screening CCCCn1c(N)c(N(CC)C(=O)c2ccccc2C(F)(F)F)c(=O)[nH]c1=O returned BCR signal inh -4%, Tb PFK inh 0%, a7 integrin act 4%, Mito fusion yeast 0%, A-T KAP1 phos 7%, Eya2 phos inh 1%, ELG1 repair inh 23%, TCR act 4%, PTAP TSG101 blk -3%, TSHR antagonist 13 and S-ASM inh 2%.
Screening CC(=O)c1ccc(OCC(=O)N(C2CCCCC2)C2CCS(=O)(=O)C2)cc1 (configuration not stated) returned BCR signal inh 0%, Tb PFK inh -2%, a7 integrin act -1%, Mito fusion yeast 2%, A-T KAP1 phos 9%, Eya2 phos inh 0%, ELG1 repair inh 1%, TCR act 3%, PTAP TSG101 blk -1%, TSHR antagonist -9 and S-ASM inh 2%.
Cc1cc(C)nc(-n2nc(C)cc2NC(=O)CNC(C)c2ccccc2)n1 (configuration not stated) was read as BCR signal inh inconclusive, Tb PFK inh 3%, a7 integrin act -5%, Mito fusion yeast -5%, A-T KAP1 phos 0%, Eya2 phos inh -3%, ELG1 repair inh 2%, TCR act 3%, PTAP TSG101 blk -5%, TSHR antagonist -6 and S-ASM inh 2%.
Screening CC1=NN(c2ccccc2)C(=O)C1N=Nc1cccc(O)c1 (configuration not stated) returned BCR signal inh -16%, Tb PFK inh 4%, a7 integrin act -29%, Mito fusion yeast 6%, A-T KAP1 phos -6%, Eya2 phos inh -5%, ELG1 repair inh inconclusive, TCR act 5%, PTAP TSG101 blk -2%, TSHR antagonist -5 and S-ASM inh -19%.
For CCOC(CNC(=O)c1ccc2c(c1)ncn2-c1cccc(F)c1)OCC the results were BCR signal inh -5%, Tb PFK inh -6%, a7 integrin act 9%, Mito fusion yeast -5%, A-T KAP1 phos 0%, Eya2 phos inh -6%, ELG1 repair inh -12%, TCR act 0%, PTAP TSG101 blk -1%, TSHR antagonist 28 and S-ASM inh 0%.
Screening CC(C)c1ccc(NC(=O)[C@H]2CSCN2C(=O)[C@@H]2CCC(=O)N2)cc1 returned BCR signal inh 0%, Tb PFK inh -16%, a7 integrin act -17%, Mito fusion yeast 0%, A-T KAP1 phos 3%, Eya2 phos inh 2%, ELG1 repair inh 16%, TCR act -4%, PTAP TSG101 blk -8%, TSHR antagonist 24 and S-ASM inh -2%.
For COc1ccc(NC(=O)COC(=O)c2cc(Cl)ccc2O)cc1S(=O)(=O)N1CCCCC1 the results were BCR signal inh 0%, Tb PFK inh 0%, a7 integrin act -25%, Mito fusion yeast -4%, A-T KAP1 phos 2%, Eya2 phos inh 8%, ELG1 repair inh inconclusive, TCR act -5%, PTAP TSG101 blk 0%, TSHR antagonist 2 and S-ASM inh 5%.
`Cn1c(=O)[nH]c(=O)c2c1nc(N1CCCCCC1)n2CCN1CCCCCC1` gave BCR signal inh -2%, Tb PFK inh 1%, a7 integrin act 4%, Mito fusion yeast -2%, A-T KAP1 phos -2%, Eya2 phos inh 0%, ELG1 repair inh 0%, TCR act 1%[46.1 µM], PTAP TSG101 blk -6%, TSHR antagonist 7 and S-ASM inh 0%.
For O=c1ccc(Cl)cn1Cc1ccccc1F the results were BCR signal inh -4%, Tb PFK inh -6%, a7 integrin act 17%, Mito fusion yeast 1%, A-T KAP1 phos 7%, Eya2 phos inh -13%, ELG1 repair inh -2%, TCR act 0%[46.1 µM], PTAP TSG101 blk -2%, TSHR antagonist 8 and S-ASM inh 1%.
For CN1CCN(c2ccc(S(=O)(=O)N3CCOCC3)cc2NC(=O)CCc2ccccc2)CC1 the results were BCR signal inh -7%, Tb PFK inh 1%, a7 integrin act 15%, Mito fusion yeast 3%, A-T KAP1 phos 17%, Eya2 phos inh -7%, ELG1 repair inh 14%, TCR act 3%, PTAP TSG101 blk -4%, TSHR antagonist 1 and S-ASM inh -2%.
Screening Cc1cc(N2CCCc3ccccc32)n2ncnc2n1 returned BCR signal inh 0%, Tb PFK inh -1%, a7 integrin act 0%, Mito fusion yeast -2%, A-T KAP1 phos 1%, Eya2 phos inh -21%, ELG1 repair inh 1%, TCR act -6%, PTAP TSG101 blk 1%, TSHR antagonist 2 and S-ASM inh 0%.
`Cc1cccc(C)c1OCC(=O)OC/C(O)=C(\C#N)c1nc2ccccc2[nH]1` gave BCR signal inh -2%, Tb PFK inh 9%, a7 integrin act -55%[inhibitor], Mito fusion yeast -5%, A-T KAP1 phos 6%, Eya2 phos inh 11%, ELG1 repair inh 7%, TCR act -1%[46.1 µM], PTAP TSG101 blk 2%, TSHR antagonist 3 and S-ASM inh 10%.
For O=C(CSc1nccc(=O)[nH]1)Nc1cccc(S(=O)(=O)N2CCOCC2)c1 the results were BCR signal inh -2%, Tb PFK inh 1%, a7 integrin act 25%, Mito fusion yeast 4%, A-T KAP1 phos 3%, Eya2 phos inh 1%, ELG1 repair inh 0%, TCR act -1%, PTAP TSG101 blk 0%, TSHR antagonist 0 and S-ASM inh 1%.
Screening COc1ccccc1C(=O)Nc1nnc(-c2ccco2)s1 returned BCR signal inh inconclusive, Tb PFK inh 5%, a7 integrin act 6%, Mito fusion yeast 11%, A-T KAP1 phos 0%, Eya2 phos inh 4%, ELG1 repair inh inconclusive, PTAP TSG101 blk -9%, TSHR antagonist -9 and S-ASM inh -5%.
`CCN(C(=O)COC(=O)CCOc1cccc(C)c1)c1c(N)n(Cc2ccccc2)c(=O)[nH]c1=O` gave BCR signal inh -10%, Tb PFK inh -3%, a7 integrin act -19%, Mito fusion yeast -12%, A-T KAP1 phos -8%, Eya2 phos inh -24%, ELG1 repair inh 3%, TCR act 0%, PTAP TSG101 blk -6%, TSHR antagonist -1 and S-ASM inh 1%.
`C/C(=N\Nc1ccc(Cl)c(C(=O)O)c1)c1cc2ccccc2o1` gave BCR signal inh inconclusive, Tb PFK inh 3%, a7 integrin act -11%, Mito fusion yeast 3%, A-T KAP1 phos 3%, Eya2 phos inh 8%, ELG1 repair inh inconclusive, TCR act 3%, PTAP TSG101 blk -2%, TSHR antagonist 4 and S-ASM inh 3%.
Cc1ccc(S(=O)(=O)NCC(=O)OC(C)C(=O)NC(=O)NC2CCCCC2)cc1C (configuration not stated) was read as BCR signal inh 7%, Tb PFK inh 5%, a7 integrin act 7%, Mito fusion yeast -1%, A-T KAP1 phos 2%, Eya2 phos inh 11%, ELG1 repair inh 17%, TCR act 2%, PTAP TSG101 blk -6%, TSHR antagonist 3 and S-ASM inh -1%.
For Cc1ccccc1C(=O)Nc1ccc(C(=O)N/N=C/c2ccc(O)cc2)cc1 the results were BCR signal inh -29%, Tb PFK inh -1%, a7 integrin act inconclusive, Mito fusion yeast -10%, A-T KAP1 phos 1%, Eya2 phos inh -1%, ELG1 repair inh -7%, TCR act 4%, PTAP TSG101 blk -9%, TSHR antagonist -10 and S-ASM inh -6%.
O=C(CCC(=O)N1CCN(c2ccccn2)CC1)Nc1nnc(C(F)(F)F)s1 was read as BCR signal inh 2%, Tb PFK inh -3%, a7 integrin act inconclusive, Mito fusion yeast -1%, A-T KAP1 phos -11%, Eya2 phos inh 15%, ELG1 repair inh -9%, TCR act 6%, PTAP TSG101 blk -1%, TSHR antagonist -8 and S-ASM inh -3%.
